HSF-1 act – HSF-1 activators, primary screen, NIH3T3-HGL cells, MG132 stress, luminescence, single point | NIH3T3-HGL HSF-1 luciferase reporter, 8 h; 100% = twice DMSO control signal | activation, % at 9 µM | 1.7% of 300,000 active;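 active = mean replicate activation of at least 50% with a set share of replicates each reaching 50%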;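 note: 0% = median of the neutral control wells and 100% = twice that signal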
IEC-6 cytotox – cytotoxicity in IEC-6 intestinal epithelial cells, primary screen, cytotoxicity control for KLF5 inhibitor project, cell-based, luminescence | 0.78% of 290,000 active | IEC-6 cytotoxicity, luminescence viability | inhibition, % at 5 µM | AID 1825, 2009; in the data active = inhibition above about 22%;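 note: 0% = plate median of test compound wells and 100% = cytotoxic reference compound wells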
aSyn 5UTR inh – MLPCN primary screen, SNCA 5' untranslated region. 0.82% of 300,000 active. inhibition, % (tested at 7.5 µM). alpha-synuclein 5'UTR reporter, inhibitor activity; in the data active = inhibition above about 60%;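 note: H4 neuroglioblastoma cells stably carrying SNCA 5'UTR luciferase fusion; 0% = DMSO wells and 100% = positive control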
GSK3B inh – human GSK3beta kinase inhibitors, primary screen, biochemical, cell-free homogeneous, HTS; Glycogen synthase kinase-3 beta (Homo sapiens), P49841; GST-GSK3beta kinase, ADP-Glo luminescence, 60 min; active compounds read low; activity score (negative = inhibition), % at 10 µM; 0.038% of 300,000 active;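 active = more than half of replicate wells score below -50%, meaning over 50% inhibition versus plate controls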;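 note: 0% = median DMSO wells and -100% = median GW8510 positive control wells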
Target sequence (P49841 whole entry, looked up): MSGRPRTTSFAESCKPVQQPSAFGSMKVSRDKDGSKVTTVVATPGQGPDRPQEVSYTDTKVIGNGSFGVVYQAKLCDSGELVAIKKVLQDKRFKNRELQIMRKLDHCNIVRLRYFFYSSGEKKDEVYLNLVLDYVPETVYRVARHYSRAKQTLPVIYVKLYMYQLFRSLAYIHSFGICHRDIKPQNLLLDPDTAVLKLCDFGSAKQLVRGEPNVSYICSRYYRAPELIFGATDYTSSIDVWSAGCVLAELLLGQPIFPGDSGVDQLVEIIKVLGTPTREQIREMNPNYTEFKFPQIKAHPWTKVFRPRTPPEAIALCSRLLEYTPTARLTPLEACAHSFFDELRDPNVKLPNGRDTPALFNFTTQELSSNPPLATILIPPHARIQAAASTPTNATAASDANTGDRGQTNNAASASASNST
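test system = GST-tagged human GSK3beta kinase, cell-free | reagent = 25 µM ATP with peptide substrate | dosing = one dose of 10 µM per compound | schedule = 60 min reaction, RT | detection = luminescent ADP-Glo measurement of ADP formed | control set = DMSO neutral wells and GW8510 at 20 µM as positive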
GSK3A inh – blockers of GSK3A enzyme activity – biochemical, luminescence, cell-free homogeneous, HTS, primary screen; GSK-3 alpha kinase, ADP-Glo luminescence, 60 min; inhibition, % at 10 µM; AID 2650, 2010; 0.1% of 320,000 active; Glycogen synthase kinase-3 alpha (Homo sapiens), P49840;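 in the data active = inhibition above about 50%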;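 note: GST-tagged GSK-3 alpha with peptide substrate and 25 µM ATP; 0% = DMSO neutral wells and 100% = GW8510 positive control wells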
Target sequence (P49840 whole entry, looked up): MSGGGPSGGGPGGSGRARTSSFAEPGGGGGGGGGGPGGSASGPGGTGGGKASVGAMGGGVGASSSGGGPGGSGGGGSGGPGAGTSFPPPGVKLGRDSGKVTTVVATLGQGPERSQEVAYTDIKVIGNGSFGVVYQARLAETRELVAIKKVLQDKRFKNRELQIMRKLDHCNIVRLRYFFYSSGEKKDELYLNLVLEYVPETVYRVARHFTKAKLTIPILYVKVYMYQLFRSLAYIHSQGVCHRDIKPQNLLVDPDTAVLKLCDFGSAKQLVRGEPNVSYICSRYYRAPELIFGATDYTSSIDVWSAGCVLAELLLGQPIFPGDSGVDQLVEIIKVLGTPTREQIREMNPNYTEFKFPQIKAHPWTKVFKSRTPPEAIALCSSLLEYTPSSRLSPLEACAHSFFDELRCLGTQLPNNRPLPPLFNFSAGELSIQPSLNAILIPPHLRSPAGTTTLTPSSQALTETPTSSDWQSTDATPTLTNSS
KLF5 inhibitor – KLF5 expression inhibitors, primary screen, DLD-1 cells, luminescence. DLD-1 KLF5 promoter-luciferase reporter. inhibition, % at 5 µM. 0.23% of 290,000 active;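 active = inhibition above a per-plate limit of that plate's mean compound inhibition plus 3 SD, cut at about 60% in these data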;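 note: 0% = DMSO wells and 100% = LY294002 at 200 µM; higher means less KLF5 promoter-driven luciferase light; inactives centre near -14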
HSP90 inh – HSP90 inhibitors, primary screen, cell lysate, luminescence | AID 1789, 2009 | Rabbit reticulocyte lysate, luciferase refolding luminescence, 3 h | Heat shock protein HSP 90 (rabbit reticulocyte lysate; luciferase refolding) | 0.91% of 290,000 active | inhibition, % at 5.6 µM;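 active = inhibition above the screen-wide mean plus 3 SD, computed separately per campaign, cut at about 16% in these data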;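 note: 0% = DMSO wells and 100% = 60 µM geldanamycin wells; inhibitors lower the luminescence because luciferase stays unfolded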
HSF1 inh – HSF1 inhibitors in luciferase reporter cells, primary screen, cell-based, NIH3T3, luminescence; NIH3T3-HGL HSE-luciferase, MG132-induced, luminescence 8 h; active compounds read low; activity change, negative = inhibition, % at 7.5 µM (by protocol); 0.77% of 300,000 active;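 active = more than half of replicate wells show activity change below -50%, luminescence cut by over half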;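 note: luciferase reports HSF-1 transcriptional activity via heat shock element; 0% = median of DMSO wells and -100% = zero luminescence signal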
PolyA inhibitor – polyadenylation inhibitors in yeast reporter cells, primary screen, luminescence, S. cerevisiae; S. cerevisiae SKY197-pL101 polyadenylation reporter, beta-gal luminescence; efflux-impaired pdr1/pdr3 knockout yeast; score 100 = 6 SD above DMSO; 0.02% of 300,000 active; calls only at 12 µM;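 active = lowest replicate activity score at least 50, where 100 means six control SD above control mean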;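 note: yeast exposed to compound for 9 h at 30 °C; higher score means more reporter readthrough which indicates perturbed polyadenylation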
AI-2 QS modul – Vibrio harveyi AI-2 quorum sensing modulators, primary screen, JMH597 strain, luminescence/OD600 ratio; Vibrio harveyi JMH597 AI-2 luminescence/OD600 ratio, 9 h; active compounds read low; strain lacks LuxN and CqsS sensors; 0 = neutral-control median; activity change, % at 7.5 µM; 0.4% of 300,000 active; AID 2094, 2009; in the data active = activity change below about -75%, passing the limit was not always enough;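 note: luminescence divided by OD600 gain over 9 h not by final OD600 alone; inactives centre near 13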
* = called active by the depositor; i = inactive; . = not tested or not shown. The list is partial (hit frequency here may not be typical).

structure	AI-2 QS modul	GSK3B inh	HSF-1 act	HSF1 inh	aSyn 5UTR inh	HSP90 inh	IEC-6 cytotox	KLF5 inhibitor	GSK3A inh	PolyA inhibitor
CSc1nc(SCC(=O)NCC2CCCO2)c2c3c(sc2n1)CN(C)CC3 (stereo unspecified)	6	-29	3	-7	-10	-4	-7	2	57*	i
COc1ccc(C(=O)Nc2ccc(-c3n[nH]c(=S)o3)cc2)cc1OC	6	2	7	15	6	-1	-7	-33	0	i
Cc1cc(C)c2nc(-c3ccccn3)cc(C(=O)NCCc3ccc(S(N)(=O)=O)cc3)c2c1	24	1	27	9	-22	0	-1	-11	-7	i
CCCCS(=O)CC(O)COc1ccc(C(C)(C)C)cc1 (stereo unspecified)	25	3	13	5	11	1	2	-8	-1	i
COc1ccc(C(=O)N(C)Cc2ccc(C)o2)cc1OC1CCN(C(C)C)CC1	11	-1	-6	-5	-9	3	-2	-22	1	i
Cc1ccc(C(OCC(O)CNCc2ccc(F)cc2)c2ccccc2)cc1 (stereo unspecified)	15	-2	9	-1	17	3	-2	2	1	i
COc1ccc(C2=NCCn3c2c2ccc(C(F)(F)F)cc2[n+]3[O-])cc1	12	-7	-13	1	-7	.	.	.	2	i
COc1cccc(-n2c(=O)c3ccccc3n3c(=S)[nH]nc23)c1	10	0	-2	-7	17	0	4	7	0	i
Cc1cc(NC(=O)c2cccs2)ncc1NC(=O)c1cccc(F)c1	-1	3	19	12	-129	-5	3	-96	1	i
COc1cccc(N2CCN(C(=O)c3ccc4nc(N5CCC(C)CC5)sc4c3)CC2)c1	2	-6	-48	-40	-157	74*	-1	-138	-1	i
Nc1c(Cl)ncnc1N/N=C/c1ccc(O)cc1	16	0	0	-3	-44	-2	1	-41	-1	i
Nc1c(Cl)c(Cl)nc(C(=O)N/N=C/c2ccco2)c1Cl	16	2	6	-5	15	-4	0	-4	-2	i
CCCCNC(=O)c1cc2c(=O)n3cccc(C)c3nc2s1	29	0	10	7	-59	-6	-4	-61	-2	i
O=[N+]([O-])c1cccc2ccc(N3CCOCC3)nc12	3	-2	0	-7	-30	0	8	-27	-1	i
Cc1cc(C)c(S(=O)(=O)Nc2ccc(O)c(Sc3ncn[nH]3)c2)c(C)c1	2	0	13	4	10	1	9	-8	-1	i
Cc1cc(Nc2ccc(C(=O)O)cc2)nc(N)n1	-3	0	16	5	7	11	6	0	-1	i
O=C(c1ccccc1)N1CCN(C(=O)c2ccc([N+](=O)[O-])cc2)CC1	2	1	9	-9	-9	-1	0	24	0	i
CC(C)CC(NC(=O)OC(C)(C)C)C(=O)O (stereo unspecified)	26	0	-19	-5	-5	6	5	-20	-1	i
O=C(CN1C(=O)C(=O)c2ccccc21)c1ccccc1	50	0	2	0	-1	0	7	-35	-3	i
O=C(Nc1nc(-c2ccccc2)ns1)c1cccs1	18	-1	37	42	-272	-2	-1	-76	-1	i
O=C(Cn1cc(C(=O)C(F)(F)F)c2ccccc21)NCc1ccco1	27	2	20	4	-16	2	-5	-20	0	i
O=C(CN1C(=O)c2ccccc2S1(=O)=O)NC1CCCCCC1	17	0	-1	-1	13	-6	-2	-7	-2	i
Fc1ccccc1N1CCN(CCCc2ccccc2)CC1	4	-1	0	-1	1	-4	-4	-10	-6	i
CC(Sc1nc(N2CCOCC2)c2c(c1C#N)CC(C)(C)OC2)C(=O)O (stereo unspecified)	-6	-2	-2	-1	9	-3	-4	-33	-3	i
COc1ccccc1N(CC(=O)NCC1CCCO1)C(=O)CNS(=O)(=O)c1ccc(Cl)cc1 (stereo unspecified)	-13	2	7	-2	-10	-4	1	-9	-5	i
CS(=O)(=O)N(CC(=O)Nc1ccccc1C(=O)N1CCOCC1)c1ccc2c(c1)OCO2	7	0	0	-4	-10	-1	-3	8	0	i
CCC(=O)Nc1nc2nc(-c3ccccc3)cc(=O)n2[nH]1	3	0	2	-1	-8	2	-8	-18	-2	i
Cc1cccc(NCCNc2cccc(C)c2)c1	18	-1	26	18	-8	2	-4	7	-1	i
Cc1nc(NCCc2ccc(F)cc2)c2nnn(Cc3ccccc3)c2n1	.	.	-9	2	12	4	-2	-23	1	i
COc1ccc(C(C)(C)C)cc1NS(=O)(=O)c1cccc2cccnc12	20	-26	-5	3	-6	-2	2	-7	-1	i
COCCCn1c(C)nnc1SCC(=O)NCc1ccco1	25	2	22	-1	0	-1	0	-26	-3	i
CCN(CC)S(=O)(=O)c1ccc(N2CCN(c3cccc(OC)c3)CC2)c([N+](=O)[O-])c1	7	0	33	11	10	1	-5	-35	-2	i
Cc1cc(N2C(=O)NC(=O)CC2C)c(C)cc1C(C)C (stereo unspecified)	13	4	-2	1	-22	-1	-6	-1	1	i
CN1CCN(CCNC(=O)c2cc3c(=O)n(C)c4ccccc4c3n2C)CC1	8	3	8	7	-16	-1	-1	-14	-4	i
Cc1ccccc1C(=O)Nc1nnc(-c2ccc(F)cc2)o1	-82*	0	-1	-6	-22	-4	1	-8	0	i
O=C(c1cc(COc2ccc3ncccc3c2)on1)N1CCC(O)CC1	9	-2	6	0	-53	-2	1	-27	-1	i

Some of these compounds in order of their number in HSF-1 act, highest first:
Molecule | HSF-1 act
CN1CCN(CCNC(=O)c2cc3c(=O)n(C)c4ccccc4c3n2C)CC1 | 8
CCC(=O)Nc1nc2nc(-c3ccccc3)cc(=O)n2[nH]1 | 2
COc1ccc(C(C)(C)C)cc1NS(=O)(=O)c1cccc2cccnc12 | -5

Next part.
structure	AI-2 QS modul	GSK3B inh	HSF-1 act	HSF1 inh	aSyn 5UTR inh	HSP90 inh	IEC-6 cytotox	KLF5 inhibitor	GSK3A inh	PolyA inhibitor
CCc1cccc(OCCn2ccnc2)c1	4	1	-13	-6	7	4	4	-10	.	i
CC1CCCN(CCCNC(=O)CCn2nc(-c3ccccc3)ccc2=O)C1 (stereo unspecified)	23	-4	-11	-2	28	-3	-2	-21	.	i
CC(=O)c1ccccc1NC(=O)CC1(CC(=O)O)CCCCC1	20	-2	22	2	-18	2	-1	-12	-3	i
Cc1ccc(S(=O)(=O)NCCCN2CCOCC2)cc1C	35	2	-1	-6	-1	-2	-4	-23	0	i
O=C1c2ccccc2S(=O)(=O)N1Cc1cc(=O)n2ccsc2n1	10	1	-4	-7	1	1	-4	2	-2	i
Cc1ccc(-c2nn[nH]n2)cc1Cl	39	-4	-2	2	-5	2	-2	1	5	i
O=C(NCc1ccccc1Cl)c1ccc(Br)o1	10	0	-15	7	19	-1	-1	-25	-1	i
CCCn1c(SCC(=O)Nc2nnc(-c3ccccc3)s2)nnc1-c1ccccn1	-4	-3	15	0	-29	1	0	-22	2	i
CCN1C(=NCCc2ccccn2)N[C@@H](c2cccc(F)c2)C(C(=O)OC)=C1C	-19	0	5	1	-12	-5	2	-11	-1	i
COc1cccc(-c2noc(CCCC(=O)Nc3ccc(C(N)=O)cc3)n2)c1	1	0	15	3	9	0	6	-4	-2	i
COCCCN1C(=O)C(=O)/C(=C(/O)c2ccc(S(=O)(=O)N3CCOCC3)cc2)C1c1ccc(Cl)cc1 (stereo unspecified)	16	2	-3	-2	26	-3	-4	8	-1	i
CCOC(=O)N1CCN(C(=O)CSc2ccc(-c3cccc(OC)c3)nn2)CC1	67	2	.	.	.	-1	0	-23	-1	.
COc1cccc(CN(C)CC(=O)NCc2ccc(C)cc2)c1	5	1	-16	-2	10	1	-2	11	0	i
O=C(O)C1C2CC3C(OC(=O)C31)C2Cl (stereo unspecified)	16	0	28	-2	11	0	-2	-9	0	i
O=C(Nc1cccc2ncccc12)c1cccnc1	6	-2	.	.	3	-3	2	-23	-3	i
O=c1c2ccc([N+](=O)[O-])cc2ncn1CCOc1cccc(Br)c1	-1	-1	26	8	-3	2	0	-6	-2	i
Cc1ccc(S(=O)(=O)N[C@H](C(=O)N2CCC3(O)CCCCC3C2)c2ccccc2)cc1 (stereo partly specified)	-3	3	25	6	4	2	4	6	-1	i
COc1cccc(/C(O)=C2/C(=O)C(=O)N(CCN3CCOCC3)C2c2cccnc2)c1 (stereo unspecified)	18	0	-5	-4	5	2	0	7	0	i
COc1ccc(CN2CC[C@H]3C=CC[C@@H](C(=O)NCCc4ccccc4)[C@H]3C2=O)cc1OC	7	1	7	0	-27	.	.	.	-4	i
C[C@@H]1CN(Cc2nc(-c3cccs3)no2)C[C@H](C)O1	-3	-15	-17	-1	1	2	2	-7	-1	i
CC(C)C[C@@H](CO)N1CCN(Cc2cccc(C#N)c2)CCC1=O	23	-1	10	-3	-8	-5	3	-1	-4	i
COc1cc(/C=C2/C(=O)c3cccc([N+](=O)[O-])c3C2=O)c(Br)cc1O	.	.	.	.	.	-1	-4	-9	0	.
Cc1cc(NC(=O)CCCS(=O)(=O)c2nc(-c3cccs3)cc(C(F)(F)F)n2)no1	9	1	205*	159	-92	1	0	-8	1	i
CC(=O)Nc1cccc(-c2csc(Nc3ccccn3)n2)c1	12	-5	1	-5	-120	19*	5	-106	1	i
CN(C)C(=O)COc1ccc2cc(-c3ccccc3)c(=O)oc2c1	10	-2	29	16	-91	2	-3	-69	-3	i
Cc1ccc(OCCC(=O)N2CCN(c3ccc(O)cc3)CC2)cc1	-1	4	-8	-2	21	-4	2	8	-4	i
CCc1c(C)nc(N2CCN(c3ccc(OC)cc3)CC2)[nH]c1=O	3	1	-4	-3	-12	0	-4	-6	-3	i
CCCC1OC23CCCCC2C(C#N)(C#N)C1(C#N)C(=N)O3 (stereo unspecified)	36	0	-4	7	-18	4	2	-7	1	i
COc1ccc(SN=C2C(C)=CC(=O)C=C2C)cc1	91	0	1	8	3	-1	-8	-20	0	i
COc1ccc(-c2n[nH]c(C)c2-c2ccc(Cl)cc2)c(O)c1OC	2	7	-5	0	39	-2	-2	6	-4	i
Cc1ccc(-c2ccc(=O)n(CC(=O)NCCCN3CCCCC3C)n2)cc1 (stereo unspecified)	21	3	1	-1	19	3	0	-23	-1	i
COc1ccccc1NC(=O)Cn1cc(C#N)c2ccccc21	9	1	22	6	0	0	-7	-4	-1	i

Compound activity from PubChem.
